HADH2 inh: blocks human hydroxyacyl-CoA dehydrogenase type II. recombinant HADH2, NADH fluorescence, beta-hydroxybutyryl-CoA. Q99714. Potency, µM (top dose mostly 57.1 µM), inactives show at the top dose activity change, negative = inhibition, actives largely listed as inhibitors. AID 886. 73,000 tested, 3.4% active; note: potency is the fitted concentration of half-maximal effect; % is set by controls: 0 for no effect and ±100 for the full control effect; nearly all actives have a fitted effect of over 60% in size; many of its hits are not listed in these tables
Target sequence (Q99714 whole entry, looked up, one chain of several): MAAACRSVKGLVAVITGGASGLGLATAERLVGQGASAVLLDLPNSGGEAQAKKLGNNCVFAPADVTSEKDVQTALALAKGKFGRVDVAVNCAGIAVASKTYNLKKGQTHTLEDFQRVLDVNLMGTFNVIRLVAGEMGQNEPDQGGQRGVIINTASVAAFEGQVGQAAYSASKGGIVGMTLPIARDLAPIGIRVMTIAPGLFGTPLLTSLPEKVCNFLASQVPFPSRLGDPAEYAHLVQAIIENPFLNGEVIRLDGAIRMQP
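Activity measured as NADH fluorescence gain (360/450 nm), taken as the change between first and last reads of a 4-min kinetic run. Conditions: pH 9.0 Tris buffer, 20 nM E. coli-expressed His-tagged enzyme, 1 mM NAD+, 90 uM beta-hydroxybutyryl-CoA; 15-min compound preincubation.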
Tau fil binding: binds recombinant human tau filaments; P10636; Potency, µM (top dose mostly 57.1 µM), without a hit: at the top dose activity change, negative = inhibition; recombinant tau filaments, thioflavin S fluorescence, 15 h; filaments grown with octadecylsulfate alongside compound; 71,000 tested, 2% active;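 note: potency is the fitted concentration of half-maximal effect; % is set by controls: 0 for no effect and ±100 for the full control effect; actives lower thioflavin S fluorescence by blocking filaments or displacing dye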
Target sequence (P10636 whole entry, looked up): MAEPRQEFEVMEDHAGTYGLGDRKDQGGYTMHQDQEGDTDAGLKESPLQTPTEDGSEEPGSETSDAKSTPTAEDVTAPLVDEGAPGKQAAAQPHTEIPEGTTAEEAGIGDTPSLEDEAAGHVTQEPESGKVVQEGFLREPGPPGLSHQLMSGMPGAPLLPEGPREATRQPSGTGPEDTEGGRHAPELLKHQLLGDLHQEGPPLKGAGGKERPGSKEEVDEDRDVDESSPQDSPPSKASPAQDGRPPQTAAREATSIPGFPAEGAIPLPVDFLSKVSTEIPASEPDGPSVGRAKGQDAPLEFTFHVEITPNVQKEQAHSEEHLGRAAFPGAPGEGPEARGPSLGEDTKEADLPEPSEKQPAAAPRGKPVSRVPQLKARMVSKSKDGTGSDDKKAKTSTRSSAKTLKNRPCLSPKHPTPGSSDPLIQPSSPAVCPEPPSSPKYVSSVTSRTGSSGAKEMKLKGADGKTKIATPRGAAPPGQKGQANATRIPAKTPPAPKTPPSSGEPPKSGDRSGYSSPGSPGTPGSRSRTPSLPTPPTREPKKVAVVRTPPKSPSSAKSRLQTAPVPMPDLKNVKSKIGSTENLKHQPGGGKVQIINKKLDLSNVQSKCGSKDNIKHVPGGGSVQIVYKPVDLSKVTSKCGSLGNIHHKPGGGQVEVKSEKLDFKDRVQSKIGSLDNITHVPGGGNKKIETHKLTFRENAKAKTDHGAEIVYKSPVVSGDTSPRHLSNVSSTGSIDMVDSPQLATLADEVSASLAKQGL
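ThS-based fibril read: tau 1 uM final, inducer ODS 30 uM final, 37 C for 15 h, ex 450/em 510 nm.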
Pol III holo inh: DNA polymerase III holoenzyme inhibition. reconstituted DNA polymerase III holoenzyme replication, biochemical. 71,000 tested, 0.25% active. Potency, µM (titrated, usually from 57.1 µM), for inactives: at the top dose activity change, negative = inhibition; note: potency is the fitted concentration of half-maximal effect; % is set by controls: 0 for no effect and ±100 for the full control effect
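Reconstituted *E. coli* holoenzyme (0.35 nM Pol III, 1 nM beta, 154 nM SSB, 2 nM primase) was preincubated with compound for 15 min at RT. Synthesis on 1.4 nM ssM13Gori ran 35 min, then was stopped with PicoGreen/EDTA and read as dsDNA fluorescence.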
Rhodamine fluor: rhodamine region autofluorescence; Rhodamine-region fluorescence, 547/598 nm, Tris buffer; stronger effect = higher value; max dye-equivalent concentration, M; 59,000 tested, 0.05% active; AID 594; in the data active = max dye-equivalent concentration above about 11 nM; inconclusive = between about 1.1 nM and that limit
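Compounds in 100 mM Tris buffer, pH 8.0, were incubated 15 min at room temperature, then read at 547 nm excitation and 598 nm emission. Fluorescence was normalized against a per-plate six-point rhodamine standard curve as dye-equivalent concentration.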
15-hLO inh: inhibitors of human 15-lipoxygenase (ALOX15); P16050; purified 15hLO-1, xylenol orange hydroperoxide absorbance; Potency, µM (doses to about 57.1 µM), for the others: at the highest dose activity change, negative = inhibition, most hits filed as inhibitors; 74,000 tested, 1.4% active; AID 887; note: potency is the fitted concentration of half-maximal effect; % is set by controls: 0 for no effect and ±100 for the full control effect; nearly all actives have a fitted effect of over 55% in size
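Readout: Fe(III)-xylenol orange absorbance, 573-to-405 nm ratio as reaction progress. Enzyme 40 nM purified human 15hLO-1, substrate 50 uM arachidonic acid, 6 min RT after 15 min compound preincubation; Hepes pH 7.5 buffer with Triton X-100.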
ERK AVP block: vasopressin-driven ERK pathway inhibition. Potency, µM (titrated, usually from 57.5 µM), without a hit: at the highest dose activity, negative = inhibition, usual class: inhibitors. HEK293-V1b, vasopressin-stimulated pERK AlphaScreen. 72,000 tested, 0.99% active; note: potency is the fitted concentration of half-maximal effect; % is set by controls: 0 for no effect and ±100 for the full control effect; nearly all actives have a fitted effect of over 55% in size
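qHTS, compounds titrated on V1b-expressing HEK293 cells. Preincubation 30 min at 37C, vasopressin 25 nM for 5 min, lysis 10 min, bead incubation 5 hr at room temperature.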
HBB splicing: hemoglobin beta splicing modulation. 65,000 tested, 0.06% active. Potency, µM (titrated, usually from 46.1 µM), for the others: at the top dose activation, usual class: activators. HBB splicing reporter cell assay, activation; EGFP reporter with mutant IVS2-654 intron; response scale: normalised to 500 nM splice-correcting PNA; note: potency is the fitted concentration of half-maximal effect; 0% is about no effect
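HeLa cells stably expressing EGFP interrupted by mutant beta-globin intron 2 (IVS2-654), 500/well in 2% FCS. Treated with compound for 2 days at 37C. Splicing correction scored as total well GFP intensity (488 nm excitation, 500-520 nm emission); 500 nM antisense PNA served as control.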
TexasRed autofl: compound fluoresces in the Texas Red spectral region; 59,000 tested, 0.06% active; Compound fluorescence, Texas Red channel, 547/618 nm; stronger effect = higher value; AID 587; max dye-equivalent concentration, M; in the data active = max dye-equivalent concentration above about 10 nM; inconclusive = between about 1.1 nM and that limit
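Texas Red-region profiling: compounds in 100 mM Tris pH 8.0 were read at 547/618 nm after 15 min at room temperature. Intensities were normalized against a six-point Texas Red standard series to give dye-equivalent concentration.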
Hsp90 Hop PPI: changes Hsp90-Hop TPR2A binding signal, up or down; AlphaScreen TPR2A-His6 binding biotin-Hsp90 C-terminal peptide; Potency, µM (doses to about 57 µM), for inactives: at the top dose activity change, negative = inhibition; 71,000 tested, 0.44% active; active = well fitted curve in either direction with a large enough effect; inconclusive = small, poorly fitted or top-dose-only effect, or another doubt; note: potency is the fitted concentration of half-maximal effect; % is set by controls: 0 for no effect and ±100 for the full control effect; many of its hits are not listed in these tables
Luciferase inh: firefly luciferase inhibition; P08659; purified firefly luciferase, luminescence, 8 min; Potency, µM (titrated, usually from 57.1 µM), for inactives: at the highest dose activity change, negative = inhibition, usual class: inhibitors; 72,000 tested, 2.2% active; note: potency is the fitted concentration of half-maximal effect; % is set by controls: 0 for no effect and ±100 for the full control effect; nearly all actives have a fitted effect of over 40% in size
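Here, luciferase activity is measured as luminescence following an 8 min room-temperature reaction at 10 uM ATP, pH 7.2. Every library sample is titrated.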
CRE-bla Fsk: alters forskolin-stimulated CRE reporter signaling in CHO cells; AID 662; 71,000 tested, 2.5% active; CHO CRE-bla reporter (cAMP response element driving beta-lactamase), forskolin EC10, beta-lactamase ratio; Potency, µM (highest dose often 38.2 µM), without a hit: at the top dose activity change, negative = inhibition, most hits filed as activators; active = well fitted activation curve with a large enough effect in the signal ratio, with a control signal flat, not every such curve was filed as active; inconclusive = small, poorly fitted or top-dose-only effect, or effect the other way, or a change in a side signal; the % refers to the signal ratio; note: potency is the fitted concentration of half-maximal effect; % of control where 0% means no effect
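qHTS titration format; CRE-bla CHO reporter; stimulus EC10 NKH 477, a water-soluble forskolin. Read: CCF4 460/530 nm ratio. Potency expressed as AC50 for activators or inhibitors.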
The depositor's hits bear a star; i = inactive; ? = inconclusive; . = no result given; [ ] = another dose, or the depositor's remark. Unless noted, calls come from the whole dose curve; as a rule, active = well fitted curve in the direction sought with a large enough effect; inconclusive = small, poorly fitted or top-dose-only effect, or another doubt; inactive = no such curve, though single readings can be large; an effect the other way counts as inactive or inconclusive. Only part of the results is shown (hit frequency here may not be typical).

Results follow in this order: HADH2 inh, Tau fil binding, Pol III holo inh, Rhodamine fluor, 15-hLO inh, ERK AVP block, HBB splicing, TexasRed autofl, Hsp90 Hop PPI, Luciferase inh, CRE-bla Fsk
1	CCc1ccccc1N(CC(=O)NCc1ccco1)C(=O)c1snc(C(N)=O)c1N
 : ?, -16.0%, -6.2%, i, 0.6%, ?, 0.6%[57.5 µM], i, -1.8%, -3.4%, 3.7%
2	O=C(C1CCCN(S(=O)(=O)c2ccc(F)cc2)C1)N1CCCC1 (stereo not given)
 : 1.4%, -9.1%, 5.4%, i, 3.3%, 10.1%, -0.7%, i, -1.1%, 0.1%, -9.2%
3	O=C(Nc1cnn(Cc2ccc(Cl)cc2)c1)C1CCCC1
 : 4.1%, 7.9%, -8.8%, i, 1.6%, -18.8%, -1.3%, i, -4.4%, 1.6%, 20.2%
4	CC1=CC(C)=Nc2ccc(C)cc2N1
 : 11.0%, -7.8%, -3.2%, i, 8.6%, -2.7%, ., i, -2.0%, -20.8%, -4.2%
5	O=C(Cn1nnc(-c2ccc(S(=O)(=O)N3CCCC3)cc2)n1)NCC1CCCO1 (stereo not given)
 : -1.7%, 6.7%, -0.4%, i, 9.6%, -7.0%, ., i, 1.6%, 2.6%, 2.6%
6	CCC(=O)Nc1ccc(C(=O)Nc2ccc3c(c2)C(=O)N(CC2CCCO2)C3=O)cc1 (stereo not given)
 : 10µM*, 18.6%, -7.2%, i, -2.3%, -16.9%, -0.4%, i, -2.6%, -1.6%, ?
7	OC[C@@H]1NC[C@@H](O)[C@@H](O)[C@H]1O
 : 7.3%, -5.2%, 0.8%, i, 13.3%, 11.5%, -1.4%, i, -5.8%, -1.8%, -0.1%
8	COc1ccccc1S(=O)Cc1ccc(C(=O)NC2CCCC2)o1 (stereo not given)
 : -27.8%, 0.5%, 2.5%, ., -5.4%, -1.6%, -0.5%, ., -1.9%[2.3 µM], 0.2%, -1.2%
9	COc1cccc(-c2cc(C(F)(F)F)n3nc(N)nc3n2)c1
 : 6.0%, -12.0%, 2.2%, i, -3.1%, 1.8%, -0.6%, ?, -8.4%, 1.9%, ?
10	Cc1ccccc1-c1nnn(CC(=O)c2ccc(S(=O)(=O)N3CCCC3)cc2)n1
 : 10.0%, -19.4%, 0.2%, i, -0.9%, -23.5%, -0.3%[57.5 µM], i, 4.2%, -15.4%, -4.1%
11	O=C(c1cc(C(F)(F)F)cc(C(F)(F)F)c1)N1CCC2(CC1)CCN(c1ccccc1)CC2
 : -2.5%, -4.9%, 0.1%, i, -6.2%, 11.3%, 2.5%, i, 4.0%, 1.6%[11.4 µM], -2.8%
12	Cc1nnc(N(C)C(=O)Cc2ccc3c(c2)OCO3)s1
 : ?, -2.6%, -3.7%, i, -10.6%, -11.8%, ., i, -3.6%, 1.4%, 3.8%
13	Cn1c(=O)c2c(nc(CN3CCN(C(=O)c4ccco4)CC3)n2Cc2ccc(Cl)cc2)n(C)c1=O
 : -0.2%, 12.1%, 2.4%, i, -7.2%, ?, -0.1%[0.369 µM], ?, -4.9%, -0.3%, 20.1%
14	CN(C)c1nc(N)nc(CSc2ncc(Cl)cc2Cl)n1
 : -6.9%, 65.5%, -1.9%, i, -10.2%, -21.1%, 0.6%, i, 3.6%, -5.0%, ?
15	COCCNC(=O)C(c1cccs1)N(C(=O)Cn1nnc2ccccc21)c1ccccc1 (stereo not given)
 : 7.8%, -4.7%, -8.9%, i, 1.8%, -10.0%, 0.7%, ?, -27.0%, 1.3%, -15.9%
16	c1ccc2nc(-c3nc4ccccc4o3)ccc2c1
 : ?, -1.7%, -4.0%, i, -6.3%, -21.5%, -0.3%, i, 14.1%, 1.26µM*, 19.6%
17	CCC1(NC(C)=O)CC2CC1CC2NC(C)=O (stereo not given)
 : -0.5%, 0.2%, 0.8%, i, 3.9%, -6.1%, 3.4%[57.5 µM], ?, -1.1%, 1.1%, -2.4%
18	COc1ccccc1CCNC(=O)CSc1nc(-c2ccco2)cc(C(F)(F)F)n1
 : 10.3%, 68.6%, -2.8%, ., -1.6%, 8.5%, 0.1%, ., 0.4%, 0.8%, -15.3%
19	COC(=O)C1=C(C(C)=O)C(c2ccc(C)cc2)n2nnnc2N1 (stereo not given)
 : 0.8%, -2.9%, -8.0%, i, 4.2%, -5.9%, 0.3%[57.5 µM], i, -3.0%, 4.3%, -5.8%
20	Cc1nn(Cc2ccc(Br)cc2)c(C)c1NC(=O)c1nn(C)cc1Cl
 : -0.9%, -20.0%, -2.1%, i, 0.2%, -20.2%, 2.3%, i, -2.3%, 2.8%, -9.8%

More compounds.
Results follow in this order: HADH2 inh, Tau fil binding, Pol III holo inh, Rhodamine fluor, 15-hLO inh, ERK AVP block, HBB splicing, TexasRed autofl, Hsp90 Hop PPI, Luciferase inh, CRE-bla Fsk
21	O=C(COC(=O)c1ccc[nH]c1=O)NC1CCCC1
 : -10.9%, -1.7%, -1.5%, i, 11.3%, 30.2%[activator], -0.4%[57.5 µM], i, -1.7%, 1.5%, -0.3%
22	c1ccc(-n2nnc3c(N4CCOCC4)ncnc32)cc1
 : ?, -3.1%, -2.1%, i, -12.2%, -14.5%, 1.4%[57.5 µM], i, -0.5%, 5.01µM*, ?
23	CN(C(=O)COc1cc(=O)n(C)c2ccccc12)c1cccc(Cl)c1
 : -5.7%, -3.4%, -12.1%, ., -1.3%, -18.2%, 0.2%, ., -0.5%, -0.3%, ?
24	Cn1c(=O)[nH]c(=O)c2c1nc(N1CCOCC1)n2CCN1CCOCC1
 : -4.2%, 8.0%, -7.6%, i, 8.5%, -17.6%, 1.7%[0.369 µM], ?, -2.7%, 0.0%, 1.5%
25	c1ccc2nc(CC[C@@H]3CCCCN3)ccc2c1
 : 1.1%[11.4 µM], 0.1%[11.4 µM], -5.5%[11.4 µM], i, -1.1%[11.4 µM], 5.0%[11.5 µM], -0.2%[9.22 µM], i, -2.2%[11 µM], -3.6%[11.4 µM], 5.7%[7.6 µM]
26	COC(=O)C1(C)NC(=O)c2ccccc2N1 (stereo not given)
 : ?, -11.9%, -0.4%, ., -3.8%, ., 2.1%, ., -0.3%, -0.9%, -4.0%
27	Cn1c(C(=O)N2CCCc3ccccc32)cc2c(=O)n3ccccc3nc21
 : 8.8%, 11.4%, -2.2%, i, -0.7%, 16.1%, 0.5%, i, -5.3%, -3.8%, 1.58µM*
28	O=C(NCC1COc2ccccc2O1)C1CCCN(S(=O)(=O)c2cccc3cccnc23)C1 (stereo not given)
 : -2.8%, -19.6%, 0.0%, ., 0.1%, -15.1%, -0.8%, ., -4.5%, 3.0%, -19.9%
29	CS(=O)(=O)Nc1cccc(-c2cncnc2Nc2ccccc2)c1
 : -11.2%, -21.4%, -2.0%, i, 5.6%, -12.6%, 0.5%, i, -4.2%, -1.9%[2.29 µM], -16.2%
30	COc1ccccc1NC(=O)Cn1nc(C(F)(F)F)c2c1CCCC2
 : ?, -2.8%, 1.8%, i, -4.4%, 29.4%, -2.1%, i, 5.5%, -4.5%, 3.7%
31	O=C(CCN1CCN(c2ccccc2F)CC1)c1ccc(Br)cc1
 : -21.2%, 16.6%, 2.8%, i, -22.6%, -0.3%, -0.1%, ?, -1.7%, -0.4%, -14.4%
32	CCC(C)c1ccc(NC(=O)CC(C)=O)cc1 (stereo not given)
 : 8.0%, -17.9%, -11.7%, i, -2.6%, -0.1%, 1.7%, ?, -2.5%, -12.7%, -0.6%
33	Cc1cnc2cc(Cl)ccc2c1SCC(=O)O
 : 12.5%[11.4 µM], -2.3%[11.4 µM], -6.7%[11.4 µM], i, -0.8%[11.4 µM], 18.9%[11.5 µM], 0.3%[9.22 µM], i, -1.4%[11 µM], -0.9%[11.4 µM], -6.1%[7.6 µM]
34	CCCC(C)NC(=O)c1ccc(F)cc1 (stereo not given)
 : 14.4%, 7.9%, -2.6%, ., 7.9%, -7.2%, 3.2%, ., -1.8%, -0.9%, -2.6%
35	CCCc1cc(=O)oc2cc3occ(C)c3cc12
 : 63.7%[activator], 62.9%, -6.4%, ., -7.9%, 10.8%, -3.3%, ., 1.9%, -1.2%, ?
36	COc1ccc(Cc2ccccc2C(=O)O)c2ccccc12
 : 3.2%[11.4 µM], -5.8%[11.4 µM], -6.1%[11.4 µM], i, 3.2%[11.4 µM], -9.7%[11.5 µM], 3.4%[9.22 µM], i, -3.4%[11 µM], 1.6%[11.4 µM], 15.6%[7.6 µM]

Screening results from PubChem BioAssay.
